# Screening data deposited in PubChem by several laboratories.
# GDH-TPI inh = inhibits GDH-TPI coupling enzymes, artifact for Mtb FBA screen; inhibition, % at 4.8 µM; actives 1.2% (n = 360,000); GDH-TPI coupled enzyme counterscreen, NADH absorbance; in the data active = inhibition above about 30%;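 note: 0% = DMSO wells and 100% = wells lacking the enzyme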
# PfHsp40 rescue = compounds rescuing yeast from Plasmodium falciparum HSP40 toxicity | S. cerevisiae expressing PfHsp40, growth rescue, ATP luminescence | growth rescue, % at 12.5 µM | actives 0.68% (n = 340,000); in the data active = growth rescue above about 28%, passing the limit was not always enough; inconclusive = no clear call, values can overlap the other calls;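 note: yeast W303a lacking pdr1 and pdr3 grown in galactose medium; growth measured after three days at 30 °C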
# BH1578 lux ind = induces V. cholerae light production without autoinducers | V. cholerae BH1578 lux reporter, luminescence, 6 h | activation, % at 18.7 µM | actives 0.16% (n = 350,000); in the data active = activation mostly above about 9.7%, no sharp cut-off; inconclusive = no clear call, values can overlap the other calls; inactive = mostly below about 3.7%; note: not every result past the cut was called active; inactives centre near 0; reference of the scale not given here
# TcdB GH inh = blocks C. difficile toxin B glycohydrolase activity; P18177; TcdB glycohydrolase enzymatic assay, plate reader; inhibition, % at 9.99 µM; actives 0.24% (n = 350,000); AID 652162; in the data active = inhibition above about 10%
# Mtb BioA inh = blocks M. tuberculosis BioA enzyme activity; AID 602481; inhibition, % at 9.99 µM; actives 0.096% (n = 360,000); purified M. tuberculosis BioA enzyme, plate reader; in the data active = inhibition above about 40%; inconclusive = no clear call, values can overlap the other calls
# Mtb FBA inh = inhibits M. tuberculosis FBA enzyme | P9WQA3 | purified M. tuberculosis FBA, fluorescence read-out | inhibition, % at 1 µM | actives 2.3% (n = 360,000) | AID 588726; in the data active = inhibition above about 27%;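 note: 0% = vehicle and 100% = reference inhibitor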
# Y pestis TopoI = blocks Yersinia pestis topoisomerase I activity | Y. pestis Topo-I cleavage product accumulation, plate reader | activity, % at 10 µM | actives 0.064% (n = 360,000); in the data active = activity above about 50%, passing the limit was not always enough; inconclusive = no clear call, values can overlap the other calls; note: inactives centre near 2
# FadD28 binding = M. tuberculosis FadD28 bisubstrate binding inhibition. FadD28 bisubstrate probe binding, fluorescence polarization. inhibition, % at 12.5 µM. actives 0.22% (n = 360,000). AID 588549; in the data active = inhibition above about 8.5%, passing the limit was not always enough; inconclusive = no clear call, values can overlap the other calls
# Mtb UGM inh = inhibitors of M. tuberculosis UDP-galactopyranose mutase; inhibition, % at 10 µM; purified UGM, fluorescence polarization probe displacement; AID 504406; actives 0.06% (n = 320,000); P9WIQ1; in the data active = inhibition above about 10%, passing the limit was not always enough; inconclusive = no clear call, values can overlap the other calls
# Active calls of the source: *; i = inactive; u = inconclusive; x = not tested or not shown.
mol,GDH-TPI inh,PfHsp40 rescue,BH1578 lux ind,TcdB GH inh,Mtb BioA inh,Mtb FBA inh,Y pestis TopoI,FadD28 binding,Mtb UGM inh
CCCCN=C1NN=C(c2cccc([N+](=O)[O-])c2)CS1,4,0.8,-0.9,1.2,x,1,-6,-1.1,0.5
CCCCOc1ccc(C(=O)NCCC(=O)NCCCC(=O)OCC)cc1,5,0.0,-0.5,0.6,x,0,-5,-2.5,-1.4
CN(C(=O)c1cccnc1)c1nnc(-c2cccnc2)s1,1,0.3,i,x,21,5,8,-0.4,-0.2
O=C(NNC(=O)c1cc(Br)ccc1Cl)c1csc(N2CCOCC2)n1,3,-0.7,i,1.3,-1.9,-3,-8,-1.7,1.9
CC(c1ccccc1)c1nnc(N)s1 (stereo unspecified),-4,-0.7,1.1,-0.8,x,0,-1,-1.3,-0.1
O=C(Nc1ccc(Cl)cc1)c1cnc(-c2ccccc2)nc1-c1ccccc1,8,0.3,-0.3,x,-2.4,5,7,-0.8,2.2
CCOC(=O)NC(=O)CSc1nc(C)cc(C)c1C#N,-2,-0.4,-0.3,x,4.6,3,9,0.3,0.1
CC1(C)C(=O)OC(C(=O)c2ccc(C(C)(C)C)cc2)C(C)(C)C1=O (stereo unspecified),3,4.8,i,x,0.0,3,37,-0.8,-2.1
CCC(C)NC(=O)c1cn(-c2cccc(C)n2)cn1 (stereo unspecified),-3,-1.4,0.6,x,-0.6,5,0,-1.6,-0.5
O=[N+]([O-])c1cccc2c(Cl)ccnc12,5,0.4,-0.2,4.4,x,2,1,-3.3,-1.4
CCOC(=O)N1CCN(C(=O)c2ccc(CS(=O)Cc3ccc(C)cc3)o2)CC1 (stereo unspecified),6,-0.5,0.6,-0.1,-0.3,0,2,-0.5,0.0
Cc1ccc(C2(CCNCc3ccco3)CCOC(C(C)C)C2)cc1 (stereo unspecified),-8,0.1,-0.3,0.1,-0.2,3,6,-1.6,0.8
O=C1CCCN1CC(=O)N1CCCC(N2CCN(c3cccc(Cl)c3)CC2)C1 (stereo unspecified),6,-0.3,0.4,1.5,0.5,1,11,1.4,1.6
COc1ccc(Cl)cc1NC(=O)CCc1nnc2ccc(N3CCC4(CC3)OCCO4)nn12,-10,-1.1,i,0.5,1.8,0,9,-3.0,1.2
COc1ccc(C(=O)N/C(=C\c2cn(C)c3ccccc23)C(=O)NCCN2CCOCC2)cc1OC,44*,-2.2,i,-8.9,0.2,3,0,-1.1,0.0
Cc1c(NC(=O)COc2ncnc3c(Cl)cc(Cl)cc23)c(=O)n(-c2ccccc2)n1C,0,-1.2,-0.3,x,0.6,-1,2,-1.5,0.8
Cc1ccc(NCc2nnc(SCC(=O)NCc3ccco3)n2CC2CCCO2)cc1Cl (stereo unspecified),-5,-0.5,-0.3,x,x,1,6,1.5,0.6
COc1ccccc1C(=O)Nc1onc(C)c1C#N,4,-0.8,i,2.0,x,-2,-11,-2.4,-0.6
CCC(CC)C(=O)NCCc1ccc(F)cc1,-6,0.5,-3.4,x,-0.8,-3,-1,0.5,-1.7
C#CCOCCOCCOCCNc1nc(N2CCN(C(=O)[C@H]([C@@H](C)O)n3cc(CCCCN)nn3)CC2)nc(N2CCN(C(=O)[C@H](Cc3ccc(O)cc3)n3cc(CCO)nn3)CC2)n1,8,-0.4,-0.5,0.8,0.4,-2,-11,-4.3,-1.2

# (further entries)
mol,GDH-TPI inh,PfHsp40 rescue,BH1578 lux ind,TcdB GH inh,Mtb BioA inh,Mtb FBA inh,Y pestis TopoI,FadD28 binding,Mtb UGM inh
Cc1ccc2nccc(C(=O)N3CCCC(N4CCN(c5ccc(F)cc5)CC4)C3)c2c1 (stereo unspecified),1,0.8,-4.3,-2.3,-0.8,2,36,-1.5,-4.3
O=C(CCCn1c(=O)c2cccn2c2cccnc21)N1CCN(c2ccccc2F)CC1,-10,0.1,0.4,0.5,4.0,-2,1,-0.4,-3.7
CCN(c1ccccc1)S(=O)(=O)c1ccc(NC(=S)NC(=O)c2ccc(Br)o2)cc1,9,0.2,i,x,x,6,2,1.2,-2.7
CCN1CCN(c2nc(Nc3ccc(OC)cc3)nc(N)c2[N+](=O)[O-])CC1,7,x,-0.6,1.1,1.8,4,-4,-1.7,0.5
O=C(COc1ccccc1)Nc1cc(S(=O)(=O)N2CCOCC2)ccc1N1CCCC1,1,-1.3,-2.1,-0.5,-0.5,-3,22,-3.5,0.0
CC(C)NC(=O)COc1ccc(/C=N/NS(=O)(=O)c2ccccc2)cc1,11,u,0.8,x,x,5,3,0.6,-2.7
CCC(=O)NC(c1ccc(C)cc1)c1ccc2cccnc2c1O (stereo unspecified),-2,u,-0.4,2.9,4.6,-2,1,-2.6,-1.6
Cc1nn(C(=O)c2ccco2)c(C)c1Br,-14,-0.3,-0.1,x,-1.8,-1,-2,u,1.4
CCCc1ccc(C(=O)[C@@H]2[C@@H](C(C)=O)N3c4ccc(F)cc4C=C[C@@H]3[C@@]23C(=O)Nc2ccccc23)cc1,11,0.9,-0.4,0.6,-0.7,5,-3,-6.0,2.7
COc1ccc(CNC(=O)C[C@H]2C[C@H](C(=O)N(C(C)C)C(C)C)[C@@]3(C)c4[nH]c5cc(CCC(=O)N(C)C)ccc5c4CCN3C2=O)cc1OC,-9,0.8,-0.1,-5.8,0.2,-1,6,-4.3,x
COCCCNC(=S)N1CCN(C(c2ccccc2)c2ccccc2)CC1,10,1.4,-0.6,0.6,-0.7,4,12,-0.5,2.1
CCOC(=O)C(CCc1nnc(N)s1)C(=O)OCC,9,-1.1,-0.5,0.4,-1.1,2,6,-1.3,1.1
O=C(NCc1nnc(SCC(=O)N2CCCc3ccccc32)o1)c1c(F)cccc1Cl,9,1.6,i,-0.1,x,-2,0,0.1,-0.4
CC1(C)Cc2c(c(=S)nc(-c3ccccc3)n2CCO)CO1,30,0.3,i,x,-2.6,0,-2,-1.3,-0.2
CCCOc1ccc(-c2csc(N)n2)cc1[N+](=O)[O-],-1,3.9,-0.3,0.9,x,5,-1,-2.1,-0.8
Cc1nc2ccccc2n1CC(=O)OCC(=O)NCCc1ccccc1,-1,1.6,i,x,-1.6,-1,0,-2.6,0.9
CC(=O)N1c2ccc(S(=O)(=O)NCCC(=O)Nc3ccc(OC(F)(F)F)cc3)cc2CC1C (stereo unspecified),5,17,i,2.4,1.3,2,14,-2.7,-0.3
C/C(=N\OC(=O)NC(C)C)c1sc(-c2ccccc2)nc1C,19,-1.1,0.6,x,2.2,-1,13,-6.1,0.0
Cc1cc(C)c(NS(=O)(=O)c2ccc(Cl)c(C(=O)O)c2)c(C)c1,16,-0.3,-0.2,1.2,-1.7,0,6,-1.7,1.4
CCN(CC)CCN(C(=O)c1ccc(C(C)=O)cc1)c1nc2ccc(Cl)cc2s1,0,-1.1,-0.7,2.1,x,4,11,-2.0,0.4

# Additional structures follow:
mol,GDH-TPI inh,PfHsp40 rescue,BH1578 lux ind,TcdB GH inh,Mtb BioA inh,Mtb FBA inh,Y pestis TopoI,FadD28 binding,Mtb UGM inh
CN(C)C(=O)Oc1cccc(OCc2n(C)c3ccccc3[n+]2C)c1,-5,-1.3,-3.1,1.5,-2.3,-3,-2,-3.3,-0.8
COc1ccc(CCNC(=O)c2ccc(N(C)S(=O)(=O)c3ccc(C)cc3)cc2)cc1,-1,0.2,0.3,-1.0,x,-6,-16,2.1,-1.5
O=C(C[n+]1ccc(/C=N/O)cc1)NC(=O)Nc1ccccc1,6,0.6,-1.6,0.6,0.6,0,-4,-2.4,3.1
Cc1[nH]c2ccccc2c1C(=O)CNc1nccs1,1,1.0,-0.8,x,0.6,5,0,-4.1,-2.7
CC(C)(Oc1cccc2ccccc12)C(=O)O,4,0.4,i,x,-0.5,4,6,-2.2,-2.1
CCN(CC(=O)Nc1ccccc1C(F)(F)F)C(=O)Cc1ccc2c(c1)CCC2,-2,0.5,i,-0.2,-0.6,0,18,-1.6,2.5
Cc1cc(Br)c(OCC(=O)NN)c2c1CCC2,14,0.7,i,1.2,-1.5,0,9,-0.5,-0.8
O=C(c1ccccc1NS(=O)(=O)c1ccc2c(c1)OCCO2)N1CCOCC1,-7,-1.0,-0.3,0.7,0.1,-1,1,-2.9,3.1
Cc1ccc2nc(SCC(=O)Nc3cccc(Cl)c3)nc(=O)n2c1,17,-1.8,i,0.3,19,0,8,-0.6,-2.0
COc1ccc2nc(N/C(=N/S(=O)(=O)c3cccs3)c3ccccc3Cl)sc2c1,13,-1.4,i,1.2,x,4,-4,-1.2,1.5
C=CCOC(=O)COc1ccc2c(C)c(C)c(=O)oc2c1,23,-1.3,-0.3,x,x,68*,2,-0.8,0.3
CC(=O)c1cccc(NC(=O)c2cc(-n3cnnc3)ccc2Cl)c1,10,0.1,-1.0,x,-0.6,7,-8,0.5,-0.2
CN(Cc1ccccc1)S(=O)(=O)c1cccc2nsnc12,8,0.1,-0.5,1.6,x,1,11,0.1,0.2
COc1ccccc1S(=O)(=O)Cc1ccc(C(=O)NCc2ccccc2)o1,2,-0.1,i,0.1,x,-3,4,-4.2,-3.1
Nc1ccccc1OCCOc1ccccc1N,-6,-0.4,-0.6,-0.2,-2.5,2,-2,-1.5,-1.1
COc1cccc(-c2ccc(NC(=O)C3CCCN(Cc4cnc(C)s4)C3)cc2)c1 (stereo unspecified),-3,-1.3,i,0.3,-0.1,1,11,-4.4,1.3
COC(=O)c1ccc(CNC(=O)C2CCC(=O)N(Cc3ccccn3)C2)cc1 (stereo unspecified),7,1.0,i,-0.8,0.2,0,-5,-1.1,-0.4
O=C(CNC(=O)Cc1ccccc1)NCC(=O)OCC(=O)c1cccc2ccccc12,-2,-1.1,x,x,-0.2,-1,4,-2.8,0.3
CC(NC(=O)c1cn(C(C)c2ccccc2F)nn1)c1ccncc1 (stereo unspecified),10,-0.2,i,-0.9,x,0,-3,-1.7,-0.5
c1ccc(CN2CCN(CCOCCOc3cccc4ccccc34)CC2)cc1,-2,0.0,i,8.1,x,-1,24,-2.4,-2.6

# (listing goes on)
mol,GDH-TPI inh,PfHsp40 rescue,BH1578 lux ind,TcdB GH inh,Mtb BioA inh,Mtb FBA inh,Y pestis TopoI,FadD28 binding,Mtb UGM inh
CCN(CC(=O)Nc1ccc2c(c1)OCCO2)C(=O)CN1C(=O)NC(C)(c2ccc(C)cc2)C1=O (stereo unspecified),8,1.0,i,0.4,-1.2,4,7,x,-2.1
O=S(=O)(Cc1ccccc1)N1CCNCC1,3,-2.4,-0.3,0.9,0.1,-1,0,-0.2,-0.2
CC1CCCCN1C(=O)CN(C)S(=O)(=O)c1cccc2nsnc12 (stereo unspecified),0,-0.4,-0.1,-1.0,-0.7,-1,-7,-2.5,-1.2
COc1cc(F)ccc1S(=O)(=O)N1CCN(c2ccccc2)CC1,3,-0.7,i,0.7,-0.8,-2,8,1.1,-1.8
Cc1coc2c(C)c3oc(=O)c(CCC(=O)NCCC(=O)O)c(C)c3cc12,12,-2.3,-0.3,2.1,-0.1,12,2,0.5,0.0
CC(=O)c1ccc(OCc2cc(C(=O)N(C)Cc3ncc(C)[nH]3)no2)cc1,9,-1.2,-0.3,0.4,-0.7,3,-5,0.7,-0.7
Cn1c(/N=C/c2ccccc2[N+](=O)[O-])nc2ccccc21,-1,-1.3,-0.4,0.0,-0.1,1,-2,-4.2,-0.4
CC(=O)c1c(-c2ccccc2)c2cc([N+](=O)[O-])ccc2[nH]c1=O,16,-0.8,-5.6,1.5,-0.4,-2,-15,-4.3,0.8
CCn1c(SCC(=O)Nc2ccc(OCc3ccccc3)cc2)nnc1-c1ccco1,-3,1.8,2.1,x,3.0,0,9,-2.2,2.2

# Three consecutive compounds out of the list so far, for reference:
mol,GDH-TPI inh,PfHsp40 rescue,BH1578 lux ind,TcdB GH inh,Mtb BioA inh,Mtb FBA inh,Y pestis TopoI,FadD28 binding,Mtb UGM inh
CC1CCCCN1C(=O)CN(C)S(=O)(=O)c1cccc2nsnc12 (stereo unspecified),0,-0.4,-0.1,-1.0,-0.7,-1,-7,-2.5,-1.2
COc1cc(F)ccc1S(=O)(=O)N1CCN(c2ccccc2)CC1,3,-0.7,i,0.7,-0.8,-2,8,1.1,-1.8
Cc1coc2c(C)c3oc(=O)c(CCC(=O)NCCC(=O)O)c(C)c3cc12,12,-2.3,-0.3,2.1,-0.1,12,2,0.5,0.0
